Bcl-xL primary: blocks human Bcl-xL binding to Bim BH3 peptide | Q07817 | GST-Bcl-xL / FITC-Bim BH3 peptide fluorescence polarization | inhibition, % at 10.9 µM | 320,000 tested, 0.7% active;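 active = inhibition above the mean of all tested compounds plus 3 SD, cutoff set per campaign, cut at about 30% in these data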;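 note: 0% = DMSO wells and 100% = unlabeled Bim-BH3 peptide competitor; inhibitors lower millipolarization by displacing the labeled peptide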
Target sequence (Q07817 whole entry, looked up): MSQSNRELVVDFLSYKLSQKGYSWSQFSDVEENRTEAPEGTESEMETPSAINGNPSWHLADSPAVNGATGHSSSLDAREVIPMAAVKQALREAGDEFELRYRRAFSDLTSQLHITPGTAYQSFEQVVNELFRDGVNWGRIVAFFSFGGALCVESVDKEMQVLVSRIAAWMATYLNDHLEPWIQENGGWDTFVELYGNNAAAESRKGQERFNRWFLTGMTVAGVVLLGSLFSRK
MEX-5 binding: C. elegans MEX-5 TCR-2 RNA binding activity. 300,000 tested, 0.38% active. MEX-5/FITC-TCR2 RNA binding, fluorescence polarization; active compounds read low. activity score (negative = inhibition of binding), % at 10 µM;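 active = inhibition past about -25% in most replicates, and total fluorescence under double the plate's negative control median, limit read from the data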;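 note: 0% = DMSO and -100% = 5 µM competing unlabeled TCR2 RNA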
VLA-4 inh: inhibition in a human VLA-4 binding assay. inhibition, % (about 7 µM as worked out from the volumes in the protocol). VLA-4 expressing cells, ligand binding flow cytometry. 330,000 tested, 0.2% active. P13612; in the data active = inhibition above about 50%
MCL1-BIM inh: MCL1-BIM-BH3 interaction inhibition (human) | inhibition, % at 10.9 µM | GST-MCL1 / FITC-Bim-BH3 fluorescence polarization | 320,000 tested, 0.68% active | Q07820;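 active = inhibition above the mean inhibition of all tested compounds plus 3 SD, set per campaign, cut at about 40% in these data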;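 note: 0% = DMSO wells and 100% = unlabeled Bim-BH3 peptide control; higher means more loss of mP so more displacement of Bim peptide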
Target sequence (Q07820 whole entry, looked up): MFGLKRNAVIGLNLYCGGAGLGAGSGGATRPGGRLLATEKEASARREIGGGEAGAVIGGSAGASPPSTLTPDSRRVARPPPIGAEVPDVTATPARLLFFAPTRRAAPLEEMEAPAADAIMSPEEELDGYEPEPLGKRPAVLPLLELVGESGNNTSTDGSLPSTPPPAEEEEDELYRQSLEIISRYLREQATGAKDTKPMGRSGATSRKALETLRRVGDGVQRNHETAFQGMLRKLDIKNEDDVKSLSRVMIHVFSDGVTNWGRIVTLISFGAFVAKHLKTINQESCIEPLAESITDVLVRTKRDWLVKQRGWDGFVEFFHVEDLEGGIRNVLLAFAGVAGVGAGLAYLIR
Fam108B counter: blocks mouse Fam108B hydrolase in RBBP9 counter-screen. AID 1947. recombinant Fam108B, FP-Rh probe fluorescence polarization. inhibition, % at 9.51 µM. 300,000 tested, 0.33% active;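 active = inhibition above the screen mean inhibition plus 3 SD, computed separately per campaign, cut at about 18% in these data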;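 note: inhibitors lower polarization as less probe binds the enzyme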
GRK2 aptamer HTS: inhibitors of human GRK2 displacing RNA aptamer; 330,000 tested, 0.59% active; inhibition of aptamer binding, % at 10 µM; bead flow cytometry, FAM-aptamer displacement from GRK2; AID 488847;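 active = inhibition of aptamer binding above 40%, roughly 3 SD of noise, on plates passing a quality check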;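 note: median bead fluorescence of bound FAM aptamer so fluorescent compounds give negative values; no value below 0 was filed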
PME-1 inh: blocks human protein phosphatase methylesterase 1 | Q9Y570 | recombinant PME-1, FP-Rh probe fluorescence polarization | inhibition, % at 5.9 µM | 320,000 tested, 0.53% active | AID 2130;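 active = inhibition above the campaign mean of all compounds plus 3 SD, cut at about 26% in these data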;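 note: competitive labeling of PME-1 active site by serine hydrolase directed probe; 0% = PME-1 with DMSO and 100% = wells lacking PME-1 enzyme; inhibitors block probe labeling so polarization falls and inhibition rises; many of its hits are not listed in these tables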
Target sequence (Q9Y570 whole entry, looked up): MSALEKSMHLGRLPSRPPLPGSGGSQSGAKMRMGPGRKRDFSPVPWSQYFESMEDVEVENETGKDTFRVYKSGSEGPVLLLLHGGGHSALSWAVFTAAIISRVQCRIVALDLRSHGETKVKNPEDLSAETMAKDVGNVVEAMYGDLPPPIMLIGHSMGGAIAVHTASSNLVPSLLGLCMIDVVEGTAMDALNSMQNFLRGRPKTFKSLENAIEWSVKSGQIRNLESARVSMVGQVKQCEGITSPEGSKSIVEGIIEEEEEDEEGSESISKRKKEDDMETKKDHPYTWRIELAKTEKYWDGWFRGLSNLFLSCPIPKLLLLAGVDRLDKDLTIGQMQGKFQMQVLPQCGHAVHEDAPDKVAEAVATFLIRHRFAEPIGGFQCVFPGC
Efflux pump inh: antifungal efflux pump inhibition, Nile Red retention | S. cerevisiae Candida pump triplex | inhibition, % at 10 µM | 330,000 tested, 0.44% active;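 active = plate passing quality check with inhibition over a set limit, or well fluorescence over plate mean plus 4 SD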;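 note: Nile Red retained in pooled yeast measured as flow cytometry median fluorescence; 0% = buffer negative control and 100% = Enniatin B positive control; higher means more Nile Red kept so more efflux inhibition; some compounds called inactive have numbers as strong as hits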
GLD-1 RNA inh: GLD-1-TGE RNA interaction inhibition (C. elegans). purified GLD-1 + fluorescein TGE RNA, fluorescence polarization. inhibition, % at 5.96 µM. 320,000 tested, 0.44% active. AID 2280;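 active = percent inhibition above a per-plate cutoff, the plate mean of test compounds plus 3 SD, cut at about 30% in these data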;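 note: 0% = DMSO wells with GLD-1 and probe and 100% = wells lacking GLD-1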
* marks the source's active call; other numbers are inactive results. This is a subset; rates above refer to the full screens.

For O=C(COc1ccc(Br)cc1CO)Nc1ccccc1 the results were Bcl-xL primary 5, MEX-5 binding 0.3, VLA-4 inh -3, MCL1-BIM inh 6, Fam108B counter -3, GRK2 aptamer HTS 0, PME-1 inh -16, Efflux pump inh -0.1 and GLD-1 RNA inh 4.
For Cc1nc2n(n1)CC(O)CS2 (stereo not given) the results were Bcl-xL primary -6, MEX-5 binding -3.3, VLA-4 inh 3, MCL1-BIM inh -6, Fam108B counter -2, GRK2 aptamer HTS 1, PME-1 inh 3, Efflux pump inh 0.3 and GLD-1 RNA inh -1.
`Cc1ccc(C(=O)O/N=C(\N)c2ccc(Br)cc2)cc1` gave Bcl-xL primary 6, MEX-5 binding 1.4, VLA-4 inh 8, MCL1-BIM inh 7, Fam108B counter 1, GRK2 aptamer HTS 2, PME-1 inh -3, Efflux pump inh 0.1 and GLD-1 RNA inh 3.
For O=C(CCCOc1ccc(Cl)cc1Cl)n1nnc2ccccc21 the results were Bcl-xL primary 1, MEX-5 binding 2.0, VLA-4 inh 12, MCL1-BIM inh 0, Fam108B counter -3, GRK2 aptamer HTS 3, PME-1 inh -4, Efflux pump inh 0.1 and GLD-1 RNA inh 1.
For CCN(CC(=O)Nc1ccc(S(=O)(=O)N2CCCC2)cc1)CC(=O)Nc1ccccc1C(F)(F)F the results were VLA-4 inh 2, GRK2 aptamer HTS 0, Efflux pump inh -0.1 and GLD-1 RNA inh -7.
For CC(=O)OCc1cc(-c2nn(C)c(=O)c3ccccc23)ccc1C the results were Bcl-xL primary 2, MEX-5 binding -1.6, VLA-4 inh 27, MCL1-BIM inh 3, Fam108B counter -2, GRK2 aptamer HTS 0, PME-1 inh 1, Efflux pump inh -0.1 and GLD-1 RNA inh -2.
CN(C)CC(=O)Nc1ccc2cn[nH]c2c1 was read as Bcl-xL primary 1, MEX-5 binding -0.5, VLA-4 inh 7, MCL1-BIM inh 0, Fam108B counter 3, GRK2 aptamer HTS 0, PME-1 inh 6, Efflux pump inh 0.1 and GLD-1 RNA inh 2.
Screening C=CCn1c(NC(=O)c2ccc(C)cc2)nc2ccccc21 returned Bcl-xL primary -3, MEX-5 binding 1.8, VLA-4 inh 7, MCL1-BIM inh 8, Fam108B counter -4, GRK2 aptamer HTS 0, PME-1 inh 1, Efflux pump inh -0.1 and GLD-1 RNA inh 0.
C[C@@H]1C=C(C(=O)NCc2ccccc2)O[C@H](OCc2ccc(CO)cc2)C1 was read as Bcl-xL primary 3, MEX-5 binding 1.5, VLA-4 inh -7, MCL1-BIM inh 7, Fam108B counter -1, GRK2 aptamer HTS 2, PME-1 inh -1, Efflux pump inh 0.1 and GLD-1 RNA inh 2.
For Nc1ccc2c(c1)N1CCN=C1S2 the results were Bcl-xL primary 15, MEX-5 binding -2.1, VLA-4 inh 4, MCL1-BIM inh 16, Fam108B counter 2, GRK2 aptamer HTS 0, PME-1 inh 1, Efflux pump inh -0.3 and GLD-1 RNA inh 4.
COc1ccccc1OCCOCCOc1ccc(C)cc1[N+](=O)[O-] was read as Bcl-xL primary 6, MEX-5 binding 0.3, VLA-4 inh 14, MCL1-BIM inh 1, Fam108B counter -2, GRK2 aptamer HTS 4, PME-1 inh -6, Efflux pump inh -0.2 and GLD-1 RNA inh 6.
For OCCNCCOc1ccccc1-c1ccccc1 the results were Bcl-xL primary 3, MEX-5 binding 0.2, VLA-4 inh -2, MCL1-BIM inh 4, Fam108B counter 6, GRK2 aptamer HTS 0, PME-1 inh -1, Efflux pump inh -0.1 and GLD-1 RNA inh 5.
`COCCn1c(SCC(=O)Nc2ccc(S(=O)(=O)N3CCOCC3)cc2)nc2ccccc21` gave Bcl-xL primary -2, MEX-5 binding -1.2, VLA-4 inh 7, MCL1-BIM inh -5, Fam108B counter 2, GRK2 aptamer HTS 2, PME-1 inh -1, Efflux pump inh -0.1 and GLD-1 RNA inh -1.
Cn1ccnc1Sc1ccc(/C=N/NC(=O)c2ccccc2O)cc1[N+](=O)[O-] was read as Bcl-xL primary 5, MEX-5 binding 2.1, VLA-4 inh 15, MCL1-BIM inh 27, Fam108B counter 0, GRK2 aptamer HTS 2, PME-1 inh 9, Efflux pump inh -14 and GLD-1 RNA inh 2.
Screening O=C(c1ccc2c(c1)OCCO2)N1CCCC(CNS(=O)(=O)c2cccs2)C1 (stereo not given) returned Bcl-xL primary -3, MEX-5 binding 0.8, VLA-4 inh 4, MCL1-BIM inh 0, Fam108B counter -2, GRK2 aptamer HTS 4, PME-1 inh -1, Efflux pump inh 0.0 and GLD-1 RNA inh -8.
For Cc1ccc(-n2nnnc2SCC(=O)NC(=O)Nc2ccc3c(c2)OCCO3)cc1 the results were Bcl-xL primary -5, MEX-5 binding 0.3, VLA-4 inh 4, MCL1-BIM inh 0, Fam108B counter -3, GRK2 aptamer HTS 1, PME-1 inh 2, Efflux pump inh -0.1 and GLD-1 RNA inh 2.
O=C(C1CCCO1)N1CCN(c2ncccn2)CC1 (stereo not given) was read as Bcl-xL primary -2, MEX-5 binding 0.4, VLA-4 inh 7, MCL1-BIM inh -8, Fam108B counter 3, GRK2 aptamer HTS 0, PME-1 inh -10, Efflux pump inh 0.0 and GLD-1 RNA inh 7.
For CCCc1cc(=O)oc2c3c(cc(OCC(=O)NCc4ccccn4)c12)OC(C)(C)CC3 the results were Bcl-xL primary -4, MEX-5 binding -0.6, VLA-4 inh 0, MCL1-BIM inh -5, Fam108B counter 4, GRK2 aptamer HTS 3, PME-1 inh 0, Efflux pump inh 0.1 and GLD-1 RNA inh 7.
For COc1ccc(C(=O)Nc2ccccn2)cc1S(=O)(=O)N1CCOCC1 the results were Bcl-xL primary 3, MEX-5 binding 1.8, VLA-4 inh -2, MCL1-BIM inh -7, Fam108B counter -4, GRK2 aptamer HTS 4, PME-1 inh 2, Efflux pump inh -0.1 and GLD-1 RNA inh -6.
Screening CC(C)c1nc(SCC(=O)Nc2ccc(N(C)C)cc2)c2ccccc2n1 returned Bcl-xL primary 6, MEX-5 binding -0.8, VLA-4 inh 0, MCL1-BIM inh -4, Fam108B counter 2, GRK2 aptamer HTS 0, PME-1 inh 2, Efflux pump inh 0.0 and GLD-1 RNA inh 4.
`O=C(CN1CCOCC1)N/N=C/c1ccc(-c2ccc(C(=O)O)cc2)o1` gave Bcl-xL primary -15, MEX-5 binding -4.2, VLA-4 inh -1, MCL1-BIM inh -9, Fam108B counter 5, GRK2 aptamer HTS 0, PME-1 inh -7, Efflux pump inh 0.0 and GLD-1 RNA inh 3.
For CC(=O)NC(CC(=O)OCC(=O)N1CCN(S(=O)(=O)c2ccc(C)cc2C)CC1)c1ccccc1 (stereo not given) the results were Bcl-xL primary -6, VLA-4 inh 4, MCL1-BIM inh -3, GRK2 aptamer HTS 1, PME-1 inh 8, Efflux pump inh 0.1 and GLD-1 RNA inh -4.
`O=Cc1ccc(C(=O)OCC(=O)NCCC2=CCCCC2)cc1` gave Bcl-xL primary 8, MEX-5 binding -2.9, VLA-4 inh 0, MCL1-BIM inh -1, Fam108B counter 2, GRK2 aptamer HTS 4, PME-1 inh 2, Efflux pump inh -0.2 and GLD-1 RNA inh 7.
For O=C(CSc1cccc[n+]1[O-])C12CC3CC(CC(C3)C1)C2 the results were Bcl-xL primary -11, MEX-5 binding -2.1, VLA-4 inh -2, MCL1-BIM inh -3, Fam108B counter -5, GRK2 aptamer HTS 2, PME-1 inh 0, Efflux pump inh -0.2 and GLD-1 RNA inh 10.
Cc1ccc(S(=O)(=O)N2CCN(C(=O)c3nn(C(C)C)c(=O)c4ccccc34)CC2)cc1C was read as Bcl-xL primary 2, MEX-5 binding 0.8, VLA-4 inh 3, MCL1-BIM inh 9, Fam108B counter 3, GRK2 aptamer HTS 2, PME-1 inh 1, Efflux pump inh -0.1 and GLD-1 RNA inh 5.
Screening Cc1oc2c(cc(NS(=O)(=O)c3ccc(C(C)C)cc3)c3ccccc32)c1C(=O)O returned Bcl-xL primary 69*, MEX-5 binding -22, VLA-4 inh -1, MCL1-BIM inh 75*, Fam108B counter 2, GRK2 aptamer HTS 0, PME-1 inh 4, Efflux pump inh -0.1 and GLD-1 RNA inh 32*.
For O=C(NS(=O)(=O)c1ccc(Cl)s1)c1ccccc1 the results were Bcl-xL primary 1, MEX-5 binding 0.0, VLA-4 inh 0, MCL1-BIM inh 2, Fam108B counter 5, GRK2 aptamer HTS 1, PME-1 inh 5, Efflux pump inh 0.0 and GLD-1 RNA inh -5.
For CN(C(=O)COC(=O)c1ccc(=O)n(Cc2ccccc2)n1)C1CCS(=O)(=O)C1 (stereo not given) the results were Bcl-xL primary -1, MEX-5 binding -0.7, VLA-4 inh 2, MCL1-BIM inh -2, Fam108B counter 0, GRK2 aptamer HTS 1, PME-1 inh -10, Efflux pump inh -0.1 and GLD-1 RNA inh 7.
`Cn1c(SCC(=O)NNC(=O)Nc2ccccc2)nnc1-c1ccccc1` gave Bcl-xL primary 2, MEX-5 binding -1.5, VLA-4 inh 14, MCL1-BIM inh 2, Fam108B counter 3, GRK2 aptamer HTS 0, PME-1 inh 4, Efflux pump inh 0.0 and GLD-1 RNA inh 17.
`COc1ccc(CCNC(=O)c2cc(-c3ccccc3)c(N3CCOCC3)s2)cc1OC` gave Bcl-xL primary 2, MEX-5 binding -1.8, VLA-4 inh -1, MCL1-BIM inh 2, Fam108B counter 0, GRK2 aptamer HTS 12, PME-1 inh -2, Efflux pump inh 0.2 and GLD-1 RNA inh 8.
Cc1cccc(CN2CCC(n3nccc3NC(=O)c3ccccc3C)CC2)n1 was read as Bcl-xL primary 4, MEX-5 binding 1.3, VLA-4 inh -1, MCL1-BIM inh 8, Fam108B counter -1, GRK2 aptamer HTS 2, PME-1 inh -3, Efflux pump inh 0.0 and GLD-1 RNA inh 1.
O=C(NC(=S)Nc1ccc(Cc2ccncc2)cc1)c1ccc(F)cc1 was read as Bcl-xL primary 3, MEX-5 binding 1.5, VLA-4 inh -13, MCL1-BIM inh 7, Fam108B counter -3, GRK2 aptamer HTS 1, PME-1 inh 0, Efflux pump inh 0.0 and GLD-1 RNA inh 0.
`O=S(=O)(c1cccs1)N1CCN(c2ccc(O)cc2)CC1` gave Bcl-xL primary 12, MEX-5 binding 0.0, VLA-4 inh -5, MCL1-BIM inh 10, Fam108B counter 0, GRK2 aptamer HTS 1, PME-1 inh 5, Efflux pump inh -0.1 and GLD-1 RNA inh 6.
O=C(NCc1ccc2c(c1)OCO2)c1ccc(CS(=O)Cc2ccc(Cl)cc2)o1 (stereo not given) was read as Bcl-xL primary 0, MEX-5 binding -3.3, VLA-4 inh -1, MCL1-BIM inh -2, Fam108B counter 0, GRK2 aptamer HTS 1, PME-1 inh -6, Efflux pump inh 0.1 and GLD-1 RNA inh -5.
`COC(=O)c1ccc(C2C(C(C)=O)=C(C)Nc3ncnn32)cc1` (stereo not given) gave Bcl-xL primary 1, MEX-5 binding 0.3, VLA-4 inh 19, MCL1-BIM inh -4, Fam108B counter -3, GRK2 aptamer HTS 3, PME-1 inh -1, Efflux pump inh -0.1 and GLD-1 RNA inh 7.
Screening COc1ccc(C=O)cc1Cn1c(C)cc(C)c(C#N)c1=O returned Bcl-xL primary -3, MEX-5 binding 2.5, VLA-4 inh 8, MCL1-BIM inh -7, Fam108B counter -1, GRK2 aptamer HTS 0, PME-1 inh 7, Efflux pump inh 0.7 and GLD-1 RNA inh -7.
Screening COc1ccc(OC)c(NC(=O)c2ccc(NC3=NC4CS(=O)(=O)CC4S3)cc2)c1 (stereo not given) returned Bcl-xL primary 7, MEX-5 binding 3.0, VLA-4 inh -24, MCL1-BIM inh 11, Fam108B counter 0, GRK2 aptamer HTS 0, PME-1 inh -2, Efflux pump inh -0.1 and GLD-1 RNA inh -3.

From PubChem BioAssay
